# High-throughput results from PubChem.
# Tb PYK inh = qHTS of Trypanosoma Brucei Inhibitors; 410,000 compounds, 0.12% hits; Potency, µM (series often up to 76.8 µM), without a hit: top-dose activity, negative = inhibition, usual class: inhibitors; pyruvate kinase (Trypanosoma brucei), Q57TT1; TbPYK enzyme, Kinase-Glo Plus ATP luminescence, 45 min; also: potency is read from the fitted curve at half-maximal effect; % is scaled to controls: 0 for no effect and ±100 for the full control effect; nearly all actives have a fitted effect of over 50% in size
#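 Luminescence from Kinase-Glo Plus, added after a 45-minute room-temperature reaction, served as the end-point read-out. The enzyme and substrate were preincubated with compound before ADP (130 uM final) initiated turnover. Concentration-effect curves came from normalized qHTS data.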
# AmpC no deterg = qHTS Inhibitors of AmpC Beta-Lactamase (assay without detergent) | Potency, µM (top dose mostly 57.1 µM), for the others: at the highest dose activity change, negative = inhibition, usual class: inhibitors | 330,000 compounds, 0.52% hits | AmpC nitrocefin hydrolysis, absorbance 480 nm, 0.0001% Triton | P00811;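 also: potency is read from the fitted curve at half-maximal effect; plate controls were no compound for no effect and no enzyme for full effect; nearly all actives have a fitted effect of over 20% in size; some results filed as inactive show a strong effect at the top dose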
# Target sequence (P00811 whole entry, looked up): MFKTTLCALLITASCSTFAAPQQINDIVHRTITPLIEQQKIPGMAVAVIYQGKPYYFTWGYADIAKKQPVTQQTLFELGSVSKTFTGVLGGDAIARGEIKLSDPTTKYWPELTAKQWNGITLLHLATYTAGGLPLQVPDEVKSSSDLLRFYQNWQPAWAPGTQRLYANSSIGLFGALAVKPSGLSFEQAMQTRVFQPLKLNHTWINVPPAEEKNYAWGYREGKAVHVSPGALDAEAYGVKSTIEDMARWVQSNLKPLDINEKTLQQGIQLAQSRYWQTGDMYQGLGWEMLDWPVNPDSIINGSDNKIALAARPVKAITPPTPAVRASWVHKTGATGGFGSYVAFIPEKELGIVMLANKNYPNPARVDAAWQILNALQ
#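 AmpC (5.3 nM in the dispensed reagent) in 20 mM phosphate pH 7.0 with 0.01% (detergent screen) or 0.0001% Triton X-100 was preincubated with compounds for 15 min at room temperature. Nitrocefin was then added from an 800 uM solution, and hydrolysis was followed at 480 nm.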
# LmPK inh = qHTS Assay for Inhibitors of Leishmania Mexicana Pyruvate Kinase (LmPK); Q27686; purified LmPK, Kinase-Glo ATP luminescence, 1 h; Potency, µM (doses to about 57.5 µM), without a hit: top-dose activity change, negative = inhibition, actives largely listed as inhibitors; 290,000 compounds, 0.37% hits; AID 1721, 2009; also: potency is read from the fitted curve at half-maximal effect; % is scaled to controls: 0 for no effect and ±100 for the full control effect
# Target sequence (Q27686 whole entry, looked up): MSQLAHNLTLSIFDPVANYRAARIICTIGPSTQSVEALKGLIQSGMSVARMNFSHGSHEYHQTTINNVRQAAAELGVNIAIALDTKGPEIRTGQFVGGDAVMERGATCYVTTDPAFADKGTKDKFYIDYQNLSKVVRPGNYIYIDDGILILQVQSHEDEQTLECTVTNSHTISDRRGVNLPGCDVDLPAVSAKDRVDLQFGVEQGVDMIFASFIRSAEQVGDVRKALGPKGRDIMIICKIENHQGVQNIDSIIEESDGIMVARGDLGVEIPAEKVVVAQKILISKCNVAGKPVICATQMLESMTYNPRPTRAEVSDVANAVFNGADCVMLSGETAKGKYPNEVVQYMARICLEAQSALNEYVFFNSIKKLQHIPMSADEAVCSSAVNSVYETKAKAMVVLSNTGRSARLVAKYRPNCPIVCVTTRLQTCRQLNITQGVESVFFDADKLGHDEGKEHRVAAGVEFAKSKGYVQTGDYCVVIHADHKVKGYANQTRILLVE
#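 qHTS format; LmPK 0.1 nM; substrates PEP 0.5 mM and ADP 0.1 mM. One-hour room-temperature incubation, then coupled luciferase luminescence; 0.5 nM enzyme wells mark activation.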
# Pf growth 96h = Primary qHTS for delayed death inhibitors of the malarial parasite plastid, 96 hour incubation. P. falciparum luciferase reporter growth, 96 h. Potency, µM (series often up to 28.7 µM), inactives show at the top dose activity change, negative = inhibition, hits mostly inhibitors. 320,000 compounds, 6.9% hits; also: potency is read from the fitted curve at half-maximal effect; % is scaled to controls: 0 for no effect and ±100 for the full control effect
#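 Two parasite generations (96 h, 37 C, 5% CO2) of compound exposure in infected erythrocytes (0.05% parasitemia, 2% hematocrit). Luciferase-reporter P. falciparum; decreased luminescence indicates inhibited growth, aimed at apicoplast-acting delayed death.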
# Pf growth 48h = Primary qHTS for delayed death inhibitors of the malarial parasite plastid, 48 hour incubation. P. falciparum luciferase growth in erythrocytes, 48 h. 310,000 compounds, 5.9% hits. Potency, µM (highest dose often 28.7 µM), for inactives: top-dose activity change, negative = inhibition, most hits filed as inhibitors; also: potency is read from the fitted curve at half-maximal effect; % is scaled to controls: 0 for no effect and ±100 for the full control effect
#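 Luciferase-expressing P. falciparum in infected erythrocytes (2% hematocrit, 0.1% parasitemia final) in RPMI 1640/0.5% Albumax were exposed to compound for 48 hours at 37 C, 5% CO2; growth read as luminescence.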
# Shiga toxin inh = A qHTS for Small Molecule Inhibitors of Shiga Toxin; Vero cells, Shiga toxin protein synthesis inhibition reporter; inhibition, % at 38.7 µM; 290,000 compounds, 9.2% hits; in the data active = inhibition mostly above about 28%, no sharp cut-off; inactive = mostly below about 43%; also: 0% is about no effect
# CHX counter = Cycloheximide Counterscreen for Small Molecule Inhibitors of Shiga Toxin | cell reporter, cycloheximide protein synthesis inhibition counterscreen | max response, % | AID 2314, 2010 | 300,000 compounds, 12% hits; in the data active = max response mostly above about 13%, no sharp cut-off; inactive = mostly below about 14%; also: read at 38.3 µM for the half of the compounds with a filed dose; 0% is about no effect
# * = called active by the depositor; ? = inconclusive; · = no result given; & = joins results of further samples; [ ] = another dose, or the depositor's remark. Unless noted, calls follow the shape of the dose curve; as a rule, active = well fitted curve in the direction sought with a large enough effect; inconclusive = small, poorly fitted or top-dose-only effect, or another doubt; inactive = no such curve, though single readings can be large; an effect the other way counts as inactive or inconclusive.
SMILES,Tb PYK inh,AmpC no deterg,LmPK inh,Pf growth 96h,Pf growth 48h,Shiga toxin inh,CHX counter
CC(C)NC(=O)C(c1ccc(F)cc1)N(Cc1ccco1)C(=O)CCC(=O)Nc1ccccn1 (centres undefined),1%,40%,1%,-17%,-9%,-8,-6
CC(SCCc1ccccn1)C(=O)O (centres undefined),0%,-19%,8%,5%,·,-3,1
ON1C(c2ccc(Cl)cc2Cl)N(O)[C@H]2CCCC[C@H]21 (some centres undefined),-1%,-13%,-3%,-19%,2%,26,2
O=C(NC(=S)NCC1CCCO1)c1ccccc1Br (centres undefined),-4%,-15%,0%,118%[activator],10%,9,16
Cc1onc(-c2ccccc2Cl)c1C(=O)N1CCN(c2cccc(Cl)c2)CC1,-4%,11%,10%,-16%,·,19,-4
CN1C(C)(C)CC(=NOC(=O)c2ccccc2)CC1(C)C,0%,-9%,1%,10µM*,-20%,-7,-3
O=C(c1ccco1)c1nc2c(n1O)CCCCC2,6%,-14%,1%,?,·,-13,-3
COc1ccc(F)cc1S(=O)(=O)N1CCN(Cc2ccc3c(c2)OCO3)CC1,-2%,33%,-10%,·,-8%,-38,-12
Cc1sc2nc(SCC(=O)Nc3cccc(C(=O)O)c3)[nH]c(=O)c2c1C,-4%,-14%,·,-16%,10%,·,·
O=C(CCNS(=O)(=O)c1ccccc1C(F)(F)F)Nc1ccncc1,-18%,0%,·,2%,-8%,·,·
CCN(CC(=O)Nc1c(F)cccc1F)C(=O)c1ccc(OCc2c(C)noc2C)cc1,5%,3%,·,?,?,·,·
COc1ccc(/C=N/N(C)C2=NS(=O)(=O)c3ccccc32)cc1OC,1%,6%,-1%,?,19%,-11,-5
Cc1sc2c(c1C)CN(Cc1ccncc1)CN2C(=O)c1ccco1,-7%,86%[activator],-3%,?,·,64*,41*
O=C(c1ccc(OC2CCN(CCc3ccccc3)CC2)cc1)N1CCCC1,-1%,19%,1%,?,-21%,-3,-1
N=C1/C(=C/c2ccc(Br)o2)C(=O)N=C2SC(CC(=O)N3CCCC3)=NN12,2%,-32%,0%,0%,31%[activator],-3,6
Cc1ccccc1NC(=O)c1cnn(-c2ccccc2)c1C,-7%,19%,3%,472%[activator],81%[activator],75*,42*
COc1cc(OC)cc(C(=O)NC(C(=O)NCc2ccccn2)C(C)C)c1 (centres undefined),0%,-10%,·,3%,12%,·,·
OC(COc1ccc2c(c1)OCO2)CN1CCN(c2ccc(F)cc2)CC1 (centres undefined),0%,-9%,-1%,11%,-3%,2,-3
CCc1nnc(NS(=O)(=O)c2ccc(NC(=O)c3ccc(Cl)cc3)cc2)s1,3%,-25%,1%,?,?,-9,-2
CN(CC(=O)Nc1ccc(F)c(Cl)c1)S(=O)(=O)c1ccc2c(c1)n(C)c(=O)c(=O)n2C,-4%,-6%,-5%,?,-20%,-9,6

# The closing 7 records of the part before come first, to join the parts:
SMILES,Tb PYK inh,AmpC no deterg,LmPK inh,Pf growth 96h,Pf growth 48h,Shiga toxin inh,CHX counter
O=C(c1ccc(OC2CCN(CCc3ccccc3)CC2)cc1)N1CCCC1,-1%,19%,1%,?,-21%,-3,-1
N=C1/C(=C/c2ccc(Br)o2)C(=O)N=C2SC(CC(=O)N3CCCC3)=NN12,2%,-32%,0%,0%,31%[activator],-3,6
Cc1ccccc1NC(=O)c1cnn(-c2ccccc2)c1C,-7%,19%,3%,472%[activator],81%[activator],75*,42*
COc1cc(OC)cc(C(=O)NC(C(=O)NCc2ccccn2)C(C)C)c1 (centres undefined),0%,-10%,·,3%,12%,·,·
OC(COc1ccc2c(c1)OCO2)CN1CCN(c2ccc(F)cc2)CC1 (centres undefined),0%,-9%,-1%,11%,-3%,2,-3
CCc1nnc(NS(=O)(=O)c2ccc(NC(=O)c3ccc(Cl)cc3)cc2)s1,3%,-25%,1%,?,?,-9,-2
CN(CC(=O)Nc1ccc(F)c(Cl)c1)S(=O)(=O)c1ccc2c(c1)n(C)c(=O)c(=O)n2C,-4%,-6%,-5%,?,-20%,-9,6
Cc1cn(S(=O)(=O)c2ccc(Cl)cc2)c(C)n1,5%,-11%,-4%,13%,8%,-12,-3
O=C(Nc1ccc(C(=O)O)cc1)/C(=C\c1ccc2c(c1)OCO2)NC(=O)c1ccc(Br)o1,-10%,-13%,4%,9%,4%,-11,9
Cc1ccccc1CS(=O)(=O)c1ncc(Cl)c(C(=O)Nc2ccc(F)cc2)n1,2%,-15%,11%,1%,6%,32,29*
Cc1cccc(-n2ncc3c(Nc4ccc(F)cc4)ncnc32)c1,3%,-29%,1%,?,?,52*,44*
C=CCN1c2ccccc2[C@]23C[C@@H](C(=O)OC)N(C(=O)c4cc(C)oc4C)C2=NC(C(=O)OC)=C(C(=O)OC)[C@H]13,-1%,212%[activator],-6%[11.5 µM],?,?,-4,-8
Cc1ccc(OCc2cc(C(=O)NCc3cnn(-c4cccc(F)c4)c3)no2)cn1,-1%,15%,12%,?,-26%,15,18
CC(C)C1N(C(N)=S)N=CC1(C)C (centres undefined),-2%,-16%,-1%,9%,?,9,9
Fc1ccc(-c2nnc3sc(C4COc5ccccc5O4)nn23)cc1 (centres undefined),-18%,-38%,1%,?,?,46,9
COc1ccc(C23NCCN2C(=O)c2ccccc23)cc1 (centres undefined),-1%,-6%,4%,22%,?,-8,-7
Cc1[nH]c2ccccc2c1CCN(Cc1cccnc1)C(=S)Nc1cccc(F)c1,-2%,-20%,10%[11.5 µM],?,?,-10,-1
O=C(Cc1cccc2ccccc12)N/N=C/C=C/c1cccc([N+](=O)[O-])c1,1%,-29%,3%,16%,-14%,0,-2
CCN(CC)S(=O)(=O)c1ccc(Cl)c(C(=O)Nc2nnc(C)s2)c1,1%,-57%,-1%,0%,-25%,-16,-6
CC(=O)N1N=C(c2cccs2)CC1c1ccc(Br)cc1 (centres undefined),13%,17%,2%,3%,-2%[0.00184 µM],33,32*
O=C(c1cccc(OC2CCN(Cc3cccc(OCCO)c3)CC2)c1)N1CCCC1,-2%,68%[activator],0%,8.3µM*,-24%,-6,-4
CCOc1ccc(NC(=O)N2CCC(c3nc4ccccc4o3)CC2)cc1,3%,3%,6%,-15%,-21%,-13,-4
COC(=O)C(C)Oc1cc(C)cc2oc(=O)c3c(c12)CCCC3 (centres undefined),-1%,·,3%,·,?,-18,-4
On1nnc2ccc(C(F)(F)F)cc21,6%,-3%,-18%,?,0%,-7,5
COc1ccc(/C=C/C(=O)NCC(=O)N/N=C/c2cc(Br)ccc2OCc2ccccc2)cc1,-4%,-20%,-2%,·,?,36,-2
Cc1cc(-c2nnc(CCC(=O)NCC(C)c3ccccc3)o2)no1 (centres undefined),6%,39%,-7%,2%,-11%,-1,13
COc1ccc(NC(=O)c2onc(C)c2Cl)cc1OC,1%,8%,13%,16%,·,49*,51*
CCC(C(=O)N1CCOCC1)n1nc(C)c2c(C)n(-c3ccccc3)nc2c1=O (centres undefined),1%,-1%,-13%,42%[activator],6%,-1,-9
O=C(NCCSc1ccc(Br)cc1)c1ccc2nc[nH]c2c1,3%,-33%,-6%,-12%,13%,16,21*
O=C(CN1CCN(c2ccc(F)cc2)CC1)OCc1ccccc1,0%,2%,3%,-1%,7%,-6,-3
COc1ccc2c(c1)cc(C(=O)O)n2C,-4%,-12%,-9%,346%[activator],2%,7,-2
Cc1cccc(NC(=O)C2CCCN2C(=O)OCC(C)C)c1C (centres undefined),5%,-15%,-2%,-11%,-29%,15,-1
Cc1ccc(OCCCN2CCOCC2)cc1,4%,1%,-6%,?,39%[activator],20*,20*
Cc1cc(C)cc(C(=O)Nc2ccc(N3CCN(S(C)(=O)=O)CC3)cc2)c1,-2%,-7%,5%,235%[activator],26%,13,-3
CC(=O)Nc1ccc(S(=O)(=O)N(C)CC(=O)OCC(=O)N2CCCCCC2)cc1,0%,-3%,9%,37%[activator],?,-14,-5
Cn1cccc1-c1cc(C(=O)O)[nH]n1,2%,-7%,4%,?,-1%,6,-2
COc1ccc(NS(=O)(=O)/C=C/c2ccc(OC)c(OC)c2)cc1,2%,-52%,3%,13%,29%,22,22
CC12CCC(C(=O)N(NC(=O)c3ccccc3O)C1=O)C2(C)C (centres undefined),-5%,-29%,-2%,22%,7%,10,11*
O=P(NS(=O)(=O)c1ccc(Br)cc1)(Oc1ccccc1)Oc1ccccc1,-1%,-33%,0%,37%[activator],·,9,-1
COc1ccc(-c2noc(N3CCC(C(=O)Nc4ccc(OC)c(OC)c4)CC3)n2)cc1,1%&-3%,-16%,-4%,14%,5%,2,-3
Nc1nc(Oc2ccc(F)cc2)c(Br)c(=O)[nH]1,-6%,1%,-5%,?,12%,8,-1
CCN(CC(=O)Nc1ccc(NC(C)=O)cc1)C(=O)c1cc(CN2C(=O)c3ccccc3C2=O)ccc1OC,-2%,4%,·,13%,-1%,·,·
Cc1cc(-c2nc3ncccc3o2)ccc1N,-5%,-4%,-24%,?,186%[activator],85*,45*
CCCn1nc(C(=O)Nc2ccc(S(=O)(=O)Nc3ncccn3)cc2)c2ccccc2c1=O,1%,-17%,12%,?,?,-6,-6
NS(=O)(=O)c1ccc(CCNC(=O)c2ccc([N+](=O)[O-])cc2[N+](=O)[O-])cc1,1%,-7%,2%,-13%,4%,-13,-3
O=C(Nc1ccc2c(c1)C(=O)N(CC1CCCO1)C2=O)c1ccccc1Br (centres undefined),0%,-44%,4%,?,?,10,10
COc1ccc(CCN(Cc2cc3cccc(C)c3n3nnnc23)C(=O)c2ccncc2)cc1OC,·,-7%,-15%,-21%,-18%,-12,-2
O=C(NCc1ccccn1)c1cccc(S(=O)(=O)Nc2ccccc2Cl)c1,6%,-22%,·,15%,?,·,·
CC1CC(C)CN(C(=O)CCNS(=O)(=O)c2ccc3c(c2)CCC(=O)N3)C1 (centres undefined),-24%,-14%,-1%,?,6%,-12,-3
NC(=O)c1cc2ccccc2o/c1=N/NC(=O)c1cccc(Cl)c1,-16%,-9%,7%,22%,3%,-5,14
CN(C(=O)COC(=O)C12CC3CC(CC(Cl)(C3)C1)C2)C1(C#N)CCCCC1,4%,18%,·,?,?,·,·
COc1cc(C)nc(N2CCCC(C(=O)Nc3cccc(Cl)c3Cl)C2)n1 (centres undefined),3%,-24%,3%,·,-4%,9,0
CCOc1ccc(OCCC(=O)N(CCC(C)C)c2c(N)n(Cc3ccccc3)c(=O)[nH]c2=O)cc1,1%,5%,·,14%,10µM*,·,·
COc1ccc(NS(=O)(=O)c2ccc3oc(=O)ccc3c2)cc1,3%,-14%,-3%,?,-6%,12,-1
C=CCc1c(C)c(C#N)c2nc3ccccc3n2c1N1CCCCC1,-1%,-12%,2%,1.9µM*,?,6,-2
